V1R ag counter: counter-screen for oxytocin receptor agonists: human V1a receptor agonists; P37288; CHO-V1R cells, Fluo-8 calcium fluorescence, agonist mode; 0% DMSO, 100% 3 nM vasopressin; activation, % at 3 µM; 320,000 tested, 0.25% active; AID 2797;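 active means activation above the mean activation of all tested compounds plus 3 SD, per screening run, cut at about 20% in these data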;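 further: signal is peak over basal fluorescence ratio across a 100 second FLIPR read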
Target sequence (P37288 whole entry, looked up): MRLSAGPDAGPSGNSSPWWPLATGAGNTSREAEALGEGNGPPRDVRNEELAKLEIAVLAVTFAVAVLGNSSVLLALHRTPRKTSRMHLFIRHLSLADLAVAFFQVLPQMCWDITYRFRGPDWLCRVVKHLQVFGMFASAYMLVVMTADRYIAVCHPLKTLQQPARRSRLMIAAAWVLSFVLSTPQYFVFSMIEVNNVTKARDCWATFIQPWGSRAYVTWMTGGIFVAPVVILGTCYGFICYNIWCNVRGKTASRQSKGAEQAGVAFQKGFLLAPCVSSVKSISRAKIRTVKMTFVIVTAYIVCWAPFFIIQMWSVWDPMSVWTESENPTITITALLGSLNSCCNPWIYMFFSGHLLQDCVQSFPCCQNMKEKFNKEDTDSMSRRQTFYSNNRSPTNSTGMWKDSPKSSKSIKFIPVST
GPR7 antag: human neuropeptides B/W receptor 1 antagonism. inhibition, % at 4.4 µM. AID 1861. 290,000 tested, 1.1% active. GPR7-expressing cells, fluorescence antagonist assay. P48145; in the data active means inhibition above about 16%, passing the limit was not always enough;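 further: cells stimulated with the agonist NPW; 0% = agonist with vehicle and 100% = vehicle without agonist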
CHO-K1 Ca antag: M1 antagonist counterscreen hit in parental CHO-K1 cells; ATP-induced calcium, Fluo-8 fluorescence; AID 602250; inhibition, % at 3 µM; 360,000 tested, 0.6% active;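 active means inhibition above a per-plate cutoff, the plate's mean sample inhibition plus 3 SD, cut at about 24% in these data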;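 further: 0% = DMSO plus EC80 ATP and 100% = DMSO alone without ATP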
CHO parental Ca: counter-screen for OX1R antagonists: effect in parental CHO cells. parental CHO-K1, ATP-induced calcium, Fluo-8 fluorescence. inhibition, % at 5.6 µM. 330,000 tested, 0.63% active. AID 463079;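 active means inhibition above that plate's mean sample inhibition plus 3 SD, cut at about 26% in these data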;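 further: 0% = ATP-challenged DMSO wells and 100% = DMSO wells without ATP; some compounds past the cut are filed as inactive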
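material = parental CHO cells | also added = ATP as calcium-mobilizing challenge | dosing = single point at 5.6 µM | detection = intracellular calcium via Fluo-8 no-wash fluorescent dye | read-out = % inhibition | benchmarks = low control ATP plus DMSO, high control DMSO only | repeats = one well per compound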
CHO-K1 Ca ag: counter-screen for M1 agonists: effect in parental CHO-K1 cells; Fluo-8 calcium fluorescence; scaled to maximal ATP response, vehicle zero; activation, % at 3 µM; 360,000 tested, 0.48% active; in the data active means activation above about 15%;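 further: untransfected CHO-K1 host cells lacking M1 receptor as counterscreen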
TAAR1 antag: human TAAR1 antagonism. 360,000 tested, 1.5% active. CHO RD-HGA16 TAAR1, Fluo-8 calcium fluorescence, antagonist. Q96RJ0. AID 624466. inhibition, % at 3 µM;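 active means inhibition above a per-plate cutoff, the mean inhibition of test compounds on that plate plus 3 SD, cut at about 49% in these data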;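 further: 0% = DMSO plus EC80 beta-PEA response and 100% = DMSO alone without agonist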
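Test system – hTAAR1-expressing CHO RD-HGA16 cells, Gα16-coupled · Also added – β-PEA at EC80 concentration, post-compound challenge · Compound – 3 µM, single point · Incubation – dye loading 75 min at 37 °C, then 30 min room temperature · Measured by – Fluo-8 intracellular calcium dye fluorescence, real-time kinetic reads · Benchmarks – vehicle and agonist controls · Replicates – singlicate, one well per test compound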
OXTR agonist: activates the human oxytocin receptor; P30559; CHO-OTR cells, Fluo-8 calcium fluorescence; normalized: DMSO 0%, oxytocin 100%; activation, % at 3 µM; 320,000 tested, 0.32% active; AID 2435;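 active means activation above the mean of all tested compounds plus 3 SD, cutoff set per screening run, cut at about 20% in these data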;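 further: peak over basal fluorescence ratio from a 100 s FLIPR kinetic read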
Target sequence (P30559 whole entry, looked up): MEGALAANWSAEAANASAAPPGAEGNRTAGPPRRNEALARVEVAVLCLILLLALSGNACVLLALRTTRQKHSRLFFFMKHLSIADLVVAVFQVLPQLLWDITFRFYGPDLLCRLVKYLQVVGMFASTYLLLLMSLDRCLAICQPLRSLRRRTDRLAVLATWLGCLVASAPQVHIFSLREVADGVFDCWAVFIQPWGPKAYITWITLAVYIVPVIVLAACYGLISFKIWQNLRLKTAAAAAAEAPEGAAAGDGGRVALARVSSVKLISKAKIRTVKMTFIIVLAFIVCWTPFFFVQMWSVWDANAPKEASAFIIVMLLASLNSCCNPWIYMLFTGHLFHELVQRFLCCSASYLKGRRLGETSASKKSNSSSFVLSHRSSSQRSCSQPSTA
OXTR potentiate: human OXTR potentiation; CHO-OTR cells, Fluo-8 calcium fluorescence, potentiator mode; 0% = oxytocin EC15, 100% = EC100; activation, % at 3 µM; P30559; 320,000 tested, 0.061% active; AID 2445;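 active means activation above that plate's cutoff, the mean activation of tested compounds plus 3 SD, cut at about 6.6% in these data, passing the limit was not always enough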;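 further: 100% uses oxytocin at 75 nM as the full agonist control; some results filed as inactive read as strong as hits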
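Assay system: CHO-OTR cells, human receptor / Also added: oxytocin at about EC15, sub-maximal agonist stimulus / Dosing: single dose, 3.0 µM nominal final compound concentration / Incubation: 6 min pre-incubation, 100 s read / Technique: Fluo-8 calcium dye fluorescence / Read-out: % activation vs EC15 and EC100 oxytocin / Benchmarks: EC15 oxytocin low, 75 nM oxytocin high / Replicates: singlicate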
CHO-K1 Ca PAM: counter-screen for M1 PAMs: effect in parental CHO-K1 cells. ATP EC20, Fluo-8 calcium fluorescence; 0% at ATP EC20, 100% at ATP max. activation, % at 3 µM. 360,000 tested, 0.02% active. AID 602247;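 active means activation above the run cutoff, the mean activation of all test compounds plus 3 SD, cut at about 40% in these data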;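 further: peak over basal fluorescence ratio in a 140 s read after ATP addition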
Active calls of the source: *; · = no result given.

1: COc1cc(/C=C/C(=O)NNc2c(F)c(F)cc(F)c2F)ccc1OC(F)F
2: NC(=O)N/N=C/c1cc(Br)ccc1OC(=O)c1ccccc1
3: CC(=O)N1CCCc2cc(S(=O)(=O)N3CCCC(C(=O)N4CCN(c5cccc(Cl)c5)CC4)C3)ccc21 (stereo unspecified)
4: CCCNC(=O)NC(=O)CSc1ccc2c(c1)OCCO2
5: COc1ccc(/C=N/NC(=O)c2ccccc2O)cc1Cn1cc([N+](=O)[O-])cn1
6: COCCSc1ncnc2c1oc1nc3c(cc12)COC(C)(C)C3

assay / compound	1	2	3	4	5	6
V1R ag counter	0.9	1.1	13	0.8	-0.4	0.0
GPR7 antag	-2	-7	36*	-12	-7	-14
CHO-K1 Ca antag	-7	6	30*	7	12	-16
CHO parental Ca	-9	2	66*	-23	-12	-7
CHO-K1 Ca ag	1.0	5.0	20*	-0.3	0.2	1.6
TAAR1 antag	·	20	84*	-17	4	-2
OXTR agonist	-0.8	1.9	14	-0.4	-1.2	-1.9
OXTR potentiate	0	-11	-24	-7	0	3
CHO-K1 Ca PAM	6	10	-30	-6	-26	20

7: Cc1ccc(-c2cc(C(=O)Nc3cc(C)on3)no2)cc1
8: Cc1nc(C)c(C(=O)N/N=C/c2cn(C)c3ccccc23)s1
9: COCCN(C(=O)c1csnn1)C(C(=O)NC1CCCCC1)c1sccc1C (stereo unspecified)
10: O=[N+]([O-])c1c(Nc2ccccc2O)cc(Cl)c2nonc12
11: O=C(CCCc1ccccn1)c1ccccc1
12: O=C(NNC(=O)c1ccccc1Cl)c1ccc2c(=O)n3c(nc2c1)CCC3

assay / compound	7	8	9	10	11	12
V1R ag counter	2.4	0.2	-0.6	·	·	1.1
GPR7 antag	-9	-15	7	22	·	·
CHO-K1 Ca antag	10	-2	15	16	-10	-5
CHO parental Ca	0	-8	0	·	·	-16
CHO-K1 Ca ag	0.1	0.1	0.1	-1.5	0.2	3.2
TAAR1 antag	-13	-9	-5	25	-9	-22
OXTR agonist	1.1	-0.2	-0.5	·	·	0.1
OXTR potentiate	0	-14	0	·	·	-4
CHO-K1 Ca PAM	-11	7	-1	13	-3	12

13: O=C(Nc1ccc(C(=O)N2CCOCC2)cc1)c1ccccc1[N+](=O)[O-]
14: CN(C(=O)CSc1nnc(C2CC2)n1-c1ccccc1)C1CCS(=O)(=O)C1 (stereo unspecified)
15: O=C1NC(=O)/C(=C/c2ccccc2Oc2ccc(Cl)cc2)S1
16: CC(=O)Oc1ccc2nc(/C=C/c3ccc(C=O)cc3)oc(=O)c2c1
17: CC(/C=C/c1ccccc1)=N\Nc1ccccc1[N+](=O)[O-]
18: O=C(NCc1nc2ccccc2[nH]1)C1=C[C@H](c2csc3ccccc23)C[C@H](OCc2ccc(CO)cc2)O1

assay / compound	13	14	15	16	17	18
V1R ag counter	-0.5	0.5	1.5	-1.0	0.1	3.0
GPR7 antag	-1	·	1	3	-16	·
CHO-K1 Ca antag	-4	-8	5	4	9	6
CHO parental Ca	0	-9	-12	5	-3	2
CHO-K1 Ca ag	0.9	-0.7	0.2	-0.2	0.1	2.2
TAAR1 antag	2	-7	-13	-17	-15	49*
OXTR agonist	-0.2	0.8	-0.5	0.1	0.1	-0.2
OXTR potentiate	-12	-1	-7	1	-4	-22
CHO-K1 Ca PAM	4	-14	1	-12	-8	9

19: CCOc1ccc(NC(=O)COC(=O)Cc2ccsc2)cc1
20: C=CCOc1cccc(/C=N/NC(=O)C(OC)c2ccccc2)c1 (stereo unspecified)
21: COC(=O)c1ccc(SCC(=O)NC2CCCCC2)c([N+](=O)[O-])c1
22: N=C1/C(=C/c2ccc(OCc3ccccc3F)cc2)C(=O)N=C2SC(CC(=O)N3CCOCC3)=NN12
23: N#Cc1c(NC(=O)CN2CCOCC2)oc(-c2ccccc2)c1-c1ccccc1
24: CCCCNc1nc2ccccc2n1CC(=O)N1CCc2ccccc2C1

assay / compound	19	20	21	22	23	24
V1R ag counter	1.4	0.5	1.0	-0.6	0.1	3.5
GPR7 antag	·	2	-2	10	-16	20
CHO-K1 Ca antag	-15	-1	-2	-6	-15	2
CHO parental Ca	-5	-13	-8	-2	-26	-17
CHO-K1 Ca ag	0.3	11	0.1	0.4	-0.1	0.6
TAAR1 antag	4	23	-2	-10	-4	-21
OXTR agonist	-1.2	-0.5	-0.3	-1.2	-1.6	5.0
OXTR potentiate	-4	-4	-6	1	-5	-3
CHO-K1 Ca PAM	19	17	8	-4	18	-1

25: CCCC(=O)Nc1ncnc2c1ncn2[C@@H]1O[C@@H]2OP(=O)(O)OC[C@H]2[C@H]1OC(=O)CCC
26: Cc1cc(C)c(S(=O)(=O)N2CCOC2CNC(=O)C(=O)NCCc2c[nH]c3ccccc23)c(C)c1 (stereo unspecified)
27: COc1ccc(C2CC(=O)C=C(O)C2)cc1 (stereo unspecified)
28: COc1ccccc1NC(=O)NNC(=O)CCN1CCOCC1
29: NS(=O)(=O)c1ccc(CNC(=O)CCCSc2ccccc2)cc1
30: Cn1nc(-c2ccc(Cl)cc2)c2cc(C(=O)NCCCN3CCCC3)sc21

assay / compound	25	26	27	28	29	30
V1R ag counter	-0.9	4.5	-0.8	-0.1	0.0	-0.3
GPR7 antag	·	-9	-15	-15	-13	14
CHO-K1 Ca antag	11	-2	-9	6	-12	7
CHO parental Ca	-12	-3	9	0	-12	-24
CHO-K1 Ca ag	0.1	2.2	0.6	0.1	0.4	0.3
TAAR1 antag	-14	12	-13	-12	6	-7
OXTR agonist	0.2	10	-0.5	-0.1	1.0	2.3
OXTR potentiate	-4	-8	-13	-7	3	-4
CHO-K1 Ca PAM	-10	6	22	-11	5	-4

31: COC(=O)C1CCN(c2cnccn2)CC1
32: NS(=O)(=O)c1ccc(Nc2c([N+](=O)[O-])cncc2[N+](=O)[O-])cc1
33: CCOc1ccc(S(=O)(=O)NCCC(=O)Nc2ncccc2C)cc1
34: CCC1c2ccc(C)n2CCN1C(=O)Nc1cc(Cl)ccc1OC (stereo unspecified)
35: Cc1ccc(NC(=O)c2nc3nccc(C)n3n2)c(C)c1
36: CCOc1ccc(NC(=O)CSc2nnc(-c3cc(C)[nH]n3)n2N)cc1

assay / compound	31	32	33	34	35	36
V1R ag counter	1.8	1.2	0.9	0.1	0.3	1.9
GPR7 antag	-11	-8	-2	-10	2	-4
CHO-K1 Ca antag	3	6	2	-18	-10	4
CHO parental Ca	-18	-3	-6	-30	-21	-6
CHO-K1 Ca ag	0.4	0.2	-0.4	0.6	0.7	0.1
TAAR1 antag	0	8	-29	13	-3	-39
OXTR agonist	0.0	-0.1	-1.2	-0.2	0.0	0.0
OXTR potentiate	-15	-19	-6	-8	-10	-3
CHO-K1 Ca PAM	-4	2	1	24	8	-10

Single records (already shown).
CCOc1ccc(NC(=O)CSc2nnc(-c3cc(C)[nH]n3)n2N)cc1 across the screens: V1R ag counter = 1.9; GPR7 antag = -4; CHO-K1 Ca antag = 4; CHO parental Ca = -6; CHO-K1 Ca ag = 0.1; TAAR1 antag = -39; OXTR agonist = 0.0; OXTR potentiate = -3; CHO-K1 Ca PAM = -10
NS(=O)(=O)c1ccc(Nc2c([N+](=O)[O-])cncc2[N+](=O)[O-])cc1 across the screens: V1R ag counter = 1.2; GPR7 antag = -8; CHO-K1 Ca antag = 6; CHO parental Ca = -3; CHO-K1 Ca ag = 0.2; TAAR1 antag = 8; OXTR agonist = -0.1; OXTR potentiate = -19; CHO-K1 Ca PAM = 2

Next part.
37: COc1ccc(S(=O)(=O)N2CCCCCC2)cc1C(=O)Nc1cc(C)ccn1
38: Cc1ccc(NC(=O)COc2ccccc2)cc1Cl
39: O=C1/C(=C\Nc2ccc(OC(F)(F)F)cc2)CCN1c1ncccn1
40: CC(C)(CC(=O)O)CC(=O)NCc1c(Cl)cccc1Sc1ccc(Cl)cc1
41: CC1CCN(C(=O)COC(=O)c2ccc3c(c2)OCO3)CC1
42: O=S(Cc1cc(Oc2ccccc2)nc(-c2ccccc2)n1)c1ccccc1 (stereo unspecified)

assay / compound	37	38	39	40	41	42
V1R ag counter	1.4	2.3	0.5	-0.3	0.9	-0.2
GPR7 antag	·	-9	10	-5	-4	-6
CHO-K1 Ca antag	-18	-4	-17	-17	-8	-11
CHO parental Ca	-15	-9	-15	-6	5	-24
CHO-K1 Ca ag	2.2	0.3	0.0	0.9	0.5	0.1
TAAR1 antag	30	·	5	-13	-4	6
OXTR agonist	-1.8	-1.8	-0.3	-0.3	-0.3	0.3
OXTR potentiate	-5	3	-13	-3	-24	0
CHO-K1 Ca PAM	-2	-9	12	23	-2	11

43: Nc1nc(-c2ccc3c(c2)OCCO3)cs1
44: CC(=O)Nc1ccc(/C(C)=N/NC(=O)c2ccncc2)cc1
45: Cc1ccc(NC(C(=O)c2ccccc2)c2ccccc2)cc1 (stereo unspecified)
46: CCOc1ccc(-c2ncncc2-c2ccc(OC)cc2)c(O)c1
47: Cc1nn(CCc2n[nH]c(=S)n2C)c(C)c1Br
48: COc1ccccc1CNC(=O)CSc1nn2c(=O)c(C(C)(C)C)nnc2s1

assay / compound	43	44	45	46	47	48
V1R ag counter	0.2	-0.2	·	-1.4	0.0	-1.1
GPR7 antag	-15	-2	·	3	-7	-12
CHO-K1 Ca antag	-9	4	-21	-2	-9	-14
CHO parental Ca	-16	2	·	-13	-19	-21
CHO-K1 Ca ag	-0.6	-0.1	-0.1	0.1	0.1	1.2
TAAR1 antag	-1	15	6	-12	5	8
OXTR agonist	-0.7	0.4	·	-1.2	0.0	-2.3
OXTR potentiate	-5	-17	·	-7	4	-16
CHO-K1 Ca PAM	17	12	17	-3	14	19

49: COc1cc(-c2nnc(NC(=O)c3ccco3)o2)cc(OC)c1OC
50: CNC(=O)c1snnc1-c1ccccc1
51: CCO[C@H]1c2c(ccc3ccc(=O)oc23)OC(C)(C)[C@H]1O
52: NC(=S)Cc1nc(-c2ccc(Cl)cc2)cs1
53: CCc1nc2ccccc2c(C(=O)Oc2ccc(C(=O)OC)cc2)c1C
54: CCOc1cc(/C=N/NC(=O)c2nn(C)cc2Br)ccc1OCc1ccccc1

assay / compound	49	50	51	52	53	54
V1R ag counter	-0.1	0.7	0.0	-0.9	-0.8	0.8
GPR7 antag	·	-8	·	-12	-4	-3
CHO-K1 Ca antag	3	-19	-5	0	-7	-2
CHO parental Ca	5	2	-5	6	-28	-13
CHO-K1 Ca ag	-0.1	0.2	0.5	2.6	0.6	1.0
TAAR1 antag	0	6	-5	22	-9	22
OXTR agonist	-0.3	0.1	1.3	-1.4	-1.5	1.6
OXTR potentiate	-1	0	4	-6	2	-6
CHO-K1 Ca PAM	9	16	-7	6	14	17

Single entries from the entries so far.
Entry of CNC(=O)c1snnc1-c1ccccc1 under V1R ag counter: 0.7
Entry of CCO[C@H]1c2c(ccc3ccc(=O)oc23)OC(C)(C)[C@H]1O under TAAR1 antag: -5

Screens as filed in PubChem BioAssay.
